NRP1-CendR mod = modulators of CendR peptide binding to NRP-1, primary screen, biochemical, fluorescence polarization, uHTS | Neuropilin-1 (Homo sapiens), O14786 | AID 602438, 2012 | inhibition, % at 25 µM | actives 0.85% (n = 360,000) | FAM-RPARPAR peptide binding to NRP-1;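 active means inhibition or corrected inhibition above about 18%, plus a signal ratio from 0.5 to 1.5, limit read from the data, passing the limit was not always enough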; further: strong numbers were not always called active
STEP block = STEP phosphatase inhibitors, primary screen, biochemical, fluorescence intensity, uHTS. Tyrosine-protein phosphatase non-receptor type 5 (Homo sapiens), P54829. recombinant STEP, OMFP fluorogenic substrate. inhibition, % at 20 µM. actives 0.25% (n = 360,000);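 active means inhibition at 20 µM, scaled per plate between control wells, above about 37%, limit read from the data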;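 further: 0% = DMSO with enzyme and substrate and 100% = substrate only without enzyme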
Target sequence (P54829 whole entry, looked up): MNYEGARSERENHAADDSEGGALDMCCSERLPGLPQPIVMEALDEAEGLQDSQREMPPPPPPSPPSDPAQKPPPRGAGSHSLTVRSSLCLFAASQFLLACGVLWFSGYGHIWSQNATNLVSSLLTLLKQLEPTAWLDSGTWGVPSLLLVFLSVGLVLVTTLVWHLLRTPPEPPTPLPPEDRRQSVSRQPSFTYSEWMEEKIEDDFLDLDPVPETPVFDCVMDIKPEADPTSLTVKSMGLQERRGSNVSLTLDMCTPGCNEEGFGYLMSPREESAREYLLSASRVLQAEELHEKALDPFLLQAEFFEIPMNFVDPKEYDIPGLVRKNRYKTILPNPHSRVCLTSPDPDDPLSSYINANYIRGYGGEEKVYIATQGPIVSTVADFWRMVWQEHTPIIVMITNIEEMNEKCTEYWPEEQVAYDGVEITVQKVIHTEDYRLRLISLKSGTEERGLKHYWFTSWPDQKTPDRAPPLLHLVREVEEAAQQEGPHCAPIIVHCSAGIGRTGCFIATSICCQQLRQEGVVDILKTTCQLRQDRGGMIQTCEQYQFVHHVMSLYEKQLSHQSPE
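Material: STEP (striatal-enriched tyrosine phosphatase) enzyme, cell-free; Compound dosing: 20 µM single dose in 1% DMSO; Technique: fluorescence read at 480 nm ex / 540 nm em; Times: reaction 20 min, ambient temperature; Medium: 50 mM Bis-Tris pH 6.0 with 2.5 mM DTT and 0.005% Tween 20; Also added: OMFP at 25 µM.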
DNMT1 block = human DNMT1 methyltransferase inhibitors, primary screen, biochemical, molecular beacon, fluorescence, HinP1I cleavage, uHTS | DNA (cytosine-5)-methyltransferase 1 (Homo sapiens), P26358 | inhibition (reported as % activation of signal), % at 10 µM | actives 0.83% (n = 360,000); in the data active means inhibition above about 50%
Rpn11 block = Rpn11 (PSMD14) deubiquitinase inhibitors, primary screen, biochemical, fluorescence polarization, uHTS; 26S proteasome non-ATPase regulatory subunit 14 (Homo sapiens), O00487; human 26S proteasome, Ub4-pepOG fluorescence polarization; 20S core pre-blocked with epoxomicin; calls only at 20 µM; actives 0.59% (n = 360,000);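 active means inhibition at 20 µM, scaled to each plate's controls, above about 33%, limit read from the data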
MT1-MMP act inh = blockers of MT1-MMP proenzyme processing, primary screen, HT1080 RFP-PRO-GFP cells, GFP/RFP fluorescence. Matrix metalloproteinase-14 (Homo sapiens), P50281. GFP/RFP ratio fluorescence, overnight; percent of plate control window, DMSO zero. GFP/RFP ratio change, % at 20 µM. actives 0.061% (n = 360,000);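 active means GFP/RFP ratio change of at least 30% with cell ATP level not reduced by more than half and red fluorescence within 50% of control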; further: strong numbers were not always called active
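Read-out: GFP/RFP fluorescence ratio; Test system: RFP-PRO-GFP reporter HT1080 cells; Compound dosing: single-point 20 µM compound, 1% DMSO; Times: overnight compound exposure at 37 °C.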
LMPTP inh = LMPTP phosphatase inhibitors, primary screen, biochemical, fluorescence intensity, uHTS. Low molecular weight phosphotyrosine protein phosphatase (Homo sapiens), P24666. recombinant LMPTP-A, OMFP fluorogenic substrate. inhibition, % at 20 µM. actives 0.22% (n = 360,000). AID 651560, 2012;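 active means compounds that cut the enzyme signal by at least half of the control window in the single-dose screen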;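 further: plate controls were DMSO wells with enzyme plus substrate for no effect and substrate without enzyme for full effect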
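material = LMPTP-A | quantity = 0.625 nM enzyme | reagent = OMFP substrate, 400 µM final | buffer or medium = Bis-Tris pH 6.0, DTT, detergent | detection = endpoint fluorescence intensity from OMFP dephosphorylation | dosing = single 20 µM dose | read-out basis = % inhibition relative to no-enzyme and uninhibited control wells | control set = no-enzyme and uninhibited controls | timing = 50 min at room temperature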
NadD inh = inhibitors of S. aureus NadD, primary screen, biochemical, colorimetric, uHTS. Nicotinate-nucleotide adenylyltransferase NadD (Staphylococcus aureus N315). purified NadD enzyme, colorimetric absorbance read-out. inhibition, % at 20 µM. actives 0.78% (n = 360,000); in the data active means inhibition above about 26%; further: some compounds past the cut are filed as inactive
SUMO1-SIM PPI = modulators of SUMO1 protein-protein interactions, primary screen, biochemical, uHTS; Small ubiquitin-related modifier 1 (Homo sapiens), P63165; SUMO1 binding to a labelled peptide, TR-FRET, 1 h; inhibition, % at 20 µM; actives 0.33% (n = 360,000); in the data active means inhibition above about 37%
Target sequence (P63165 whole entry, looked up): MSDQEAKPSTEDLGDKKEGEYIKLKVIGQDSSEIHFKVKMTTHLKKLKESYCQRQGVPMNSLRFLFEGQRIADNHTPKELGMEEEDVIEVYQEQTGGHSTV
SKN-1 block = suppressors of acrylamide-induced Pgst-4::GFP reporter in worms, primary screen, SKN-1 inhibitor project, whole organism, uHTS, GFP/RFP fluorescence ratio, strain VP596. C. elegans VP596 Pgst-4::GFP/RFP ratio, 24 h. inhibition, % at 21.8 µM. actives 0.49% (n = 360,000). AID 624304, 2012;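 active means interference check ratio from 0.5 to 1.5 plus GFP to RFP signal ratio inhibition reaching or exceeding a fixed threshold, cut at about 30% in these data, passing the limit was not always enough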; further: some compounds called inactive have numbers as strong as hits
Scp-1 inhibitor = Scp-1 phosphatase inhibitors, primary screen, biochemical, colorimetric, uHTS. Recombinant Scp1, phosphopeptide, malachite green phosphate absorbance. actives 0.88% (n = 340,000). inhibition, % at 20 µM;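 active means inhibition above about 50% at 20 µM, limit read from the data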;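 further: plate controls were DMSO wells with enzyme for no effect and wells lacking enzyme for full effect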
Target sequence (Q9GZU7 76-261 limits assumed): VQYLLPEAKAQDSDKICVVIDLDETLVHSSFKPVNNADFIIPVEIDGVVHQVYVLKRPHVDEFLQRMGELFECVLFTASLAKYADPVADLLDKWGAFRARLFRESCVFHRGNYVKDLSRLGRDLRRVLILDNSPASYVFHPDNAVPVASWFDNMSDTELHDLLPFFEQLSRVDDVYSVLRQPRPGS
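System: truncated SCP-1 phosphatase (76-261aa); medium: Tris acetate buffer pH 5.5 with MgCl2 and Tween-20; incubation: 45 min room-temperature reaction, 5 min colour, 30 min stabiliser; compound: single 20 µM dose, 1% DMSO; reagent: Phosphorylated 17-residue peptide substrate; read-out: % inhibition at 20 µM; technique: colorimetric free-phosphate detection, absorbance 630 nm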
* = called active by the depositor; i = inactive; · = no result given.

SMILES	NRP1-CendR mod	STEP block	DNMT1 block	Rpn11 block	MT1-MMP act inh	LMPTP inh	NadD inh	SUMO1-SIM PPI	SKN-1 block	Scp-1 inhibitor
COc1ccc(N2C(=O)C3C4C=CC(C4)C3C2=O)c(OC)c1 (stereo not drawn)	1	2	4	i	0	-1.6	0	-3	-8	0
CCOc1cc(Br)c(COc2ccc(C)nc2[N+](=O)[O-])cc1OCC	-9	1	-1	i	2	3.5	-10	-15	-4	-16
O=C(COC(=O)c1ccc(S(=O)(=O)N2CCCC2)cc1)Nc1ccccc1	8	-3	1	i	-5	-0.5	4	-4	12	-4
CC1(C)OC(=O)C(=CNc2ccccc2)C(=O)O1	-7	-1	-1	i	1	-2.2	-4	5	8	2
Cn1c(=O)c2c(nc(SCC(=O)NCc3ccc4c(c3)OCO4)n2Cc2ccc(Cl)cc2)n(C)c1=O	4	9	-4	i	0	3.1	3	2	6	37
CCc1cc2c(=O)nc3n(c2s1)Cc1ccccc1/C3=C(/O)c1cccc([N+](=O)[O-])c1	-8	-1	0	i	-8	-6.0	25	-14	-7	-13
CC(=O)N1CCN(c2ccc(C(N)=O)cc2[N+](=O)[O-])CC1	-1	0	-1	i	0	-1.7	1	-26	9	-7
CC(=O)NC(CC(=O)N1CCCC1)c1ccccc1 (stereo not drawn)	16	2	1	i	-1	0.0	3	0	5	-8
CCCOc1ccc(CN(CCC#N)C(=S)NC(=O)c2ccccc2)cc1	4	5	0	i	5	1.2	3	4	0	-13
O=C(Nc1ccon1)c1nc[nH]c1C(=O)N1CCc2ccccc2C1	-12	0	6	i	0	0.4	5	1	19	-5
COc1cc(NC(=O)CSc2ccccc2)c(C(=O)O)cc1OC	-1	2	-15	i	-6	0.5	4	-2	8	-1
CC(=O)Nc1ccc(S(=O)(=O)NCC(=O)NNC(=O)c2csc(N3CCOCC3)n2)cc1	5	0	4	i	-1	-1.0	3	4	6	-7
Cc1cc(C(=O)COC(=O)c2ccco2)c(C)n1Cc1ccco1	1	1	16	i	1	5.2	-2	-1	-4	26
CCn1c(N)c(C(=O)NC)sc1=S	2	5	-3	i	0	3.1	9	-9	12	-9
O=C(Nc1ccc(NC(=O)c2cccs2)cc1)c1ccc2c(c1)OCO2	-10	2	6	i	0	1.4	-3	6	5	-6
O=C(N/N=C/c1ccc(Br)cc1)c1ccc(F)cc1	24	1	8	i	2	-1.4	-4	-3	0	3
Cc1c(N=C2N=C(NC(=O)NC(C)(C)C)c3ccccc32)c(=O)n(-c2ccccc2)n1C	10	-1	-2	i	-8	-0.2	7	-14	3	5
COc1ccc(OC)c(N2C(=O)CCCC2=O)c1	7	-1	-7	i	1	-0.7	2	2	-6	-7
CC1CC(C)CN(c2ncc3c(n2)CC(c2ccccc2)CC3=O)C1 (stereo not drawn)	-7	4	1	i	-2	-1.3	8	-3	-7	1
CCc1ccc(-c2csc(NC(=O)C3CCCO3)c2C(=O)OC(C)C)cc1 (stereo not drawn)	-10	2	-2	i	·	4.0	1	1	-19	3
O=C1OC(Sc2ccccc2)(c2ccccc2)c2ccccc21 (stereo not drawn)	-7	0	2	i	-6	1.9	-1	5	-28	-11
COc1ccc(-n2c(SCC#N)nc3c(sc(=S)n3-c3ccccc3)c2=O)c(OC)c1	6	10	-7	i	2	3.3	9	-4	-18	-8
CCOC(=O)C1=C(COC(=O)Cc2ccccc2)NC(=O)NC1C (stereo not drawn)	22	2	7	i	-1	-0.7	-6	0	15	1
O=C(Nc1cnns1)Oc1ccccc1	2	2	7	i	-3	-2.4	1	7	10	·
O=C(Nc1ccc(F)cc1)C1(S(=O)(=O)c2ccc(Cl)cc2)CC1	7	0	4	i	1	1.6	0	2	8	-3
CN(Cc1ccccc1)C(=O)c1cc2cc(F)ccc2[nH]1	0	-2	-5	i	1	0.1	-3	-5	-7	-12
O=C(Cc1cc(=O)oc2cc(O)ccc12)N[C@@H](Cc1c[nH]c2ccccc12)C(=O)O	10	3	-2	i	-1	0.0	-7	5	12	-12
Cc1noc(C)c1COc1ccc(C(=O)NCc2ccccn2)cc1	-2	0	0	i	-2	-0.8	10	3	-3	8
Cc1cc(Cl)ccc1OC(C)C(=O)NN1C(=O)c2ccccc2C1=O (stereo not drawn)	4	1	1	i	2	0.3	-8	-9	33	-10
COc1ccc(C(CNC(=O)COc2ccc(Cl)c(C)c2)N2CCCCC2)cc1 (stereo not drawn)	-5	1	-4	i	1	0.0	-2	2	0	-7
COc1ccc(S(=O)(=O)N(C)C)cc1NC(=O)c1ccc2c(c1)NC(=O)C(C)S2 (stereo not drawn)	3	-1	-1	i	-1	-8.8	4	-11	5	-6
CCCn1c(C(C)Nc2nc(-c3ccc(Cl)c([N+](=O)[O-])c3)cs2)nc2ccccc21 (stereo not drawn)	-1	1	-7	i	-4	3.0	20	-2	-6	4
Nc1c(-c2nn[nH]n2)cnn1-c1cc(Cl)cc(Cl)c1	5	0	-2	i	0	-1.6	-5	8	5	-9
NS(=O)(=O)c1ccc(Nc2nc(-c3cccc([N+](=O)[O-])c3)cs2)cc1	0	-3	-29	i	3	4.4	20	11	2	31
CCCCCCCCCn1ccc(=N)cc1	4	3	-4	i	-10	-0.5	-3	8	6	-10
CCOc1ccccc1C(=O)NCc1ccc2c(c1)OCO2	6	1	1	i	-7	0.9	-3	0	-13	-7
COC(=O)c1ccc2ncccc2c1	-8	1	-2	i	1	-1.0	-4	-6	-3	-5
O=C(O)CC(C(=O)OCCOc1ccccc1)N1CCOCC1 (stereo not drawn)	12	4	-4	i	5	-0.7	-3	1	9	6
Cc1cc([N+](=O)[O-])ccc1NC(=O)CN1C2CCC1CC(NC(=O)NC13CC4CC(CC(C4)C1)C3)C2 (stereo not drawn)	5	-1	-2	i	-1	-0.7	7	-7	-5	-4
CCOc1ccc(N(Cc2nnc3n2CCCCC3)C(=O)Nc2cccc(C)c2)cc1	-12	0	-2	i	8	-0.7	-1	1	-5	-5
O=C(COC(=O)c1ccc(S(=O)(=O)N2CCCCCC2)cc1)NCc1ccc(Cl)cc1	6	-2	27	i	-4	-1.4	17	8	4	-4
CCc1ccccc1NC(=O)CNC(=O)CNC(=O)Cc1ccccc1	2	1	0	i	1	0.2	-4	6	-13	7
Cc1ccc(C(=O)NC(=S)N2CCN(C)CC2)cc1	17	3	0	i	2	-3.2	0	-5	0	5
CCOC(=O)CNC(=O)c1cccnc1	1	1	3	i	1	1.4	-7	0	-2	-4
COc1ccc(N=Nc2cc(C)c(O)c(CN3CCCCC3)c2)cc1	-7	0	8	i	15	0.8	0	-26	50*	-4
O=C(CSCC(=O)N1CCCCC1)Nc1nc(-c2ccc(Cl)s2)cs1	-1	4	-9	i	-3	4.0	-5	-12	-8	-7
Cc1cc(OCC(=O)NN2C(=O)c3ccccc3C2=O)ccc1Cl	2	-2	-4	i	-1	0.0	-4	-4	-1	4
C/C(=N\O)C(=O)OC1CC(C)CCC1C(C)C (stereo not drawn)	-6	-1	-2	i	-3	1.3	-2	0	5	-15

Gathered by group, the entries above with a Cl atom.
SMILES	NRP1-CendR mod	STEP block	DNMT1 block	Rpn11 block	MT1-MMP act inh	LMPTP inh	NadD inh	SUMO1-SIM PPI	SKN-1 block	Scp-1 inhibitor
Cn1c(=O)c2c(nc(SCC(=O)NCc3ccc4c(c3)OCO4)n2Cc2ccc(Cl)cc2)n(C)c1=O	4	9	-4	i	0	3.1	3	2	6	37
O=C(Nc1ccc(F)cc1)C1(S(=O)(=O)c2ccc(Cl)cc2)CC1	7	0	4	i	1	1.6	0	2	8	-3
Cc1cc(Cl)ccc1OC(C)C(=O)NN1C(=O)c2ccccc2C1=O (stereo not drawn)	4	1	1	i	2	0.3	-8	-9	33	-10
COc1ccc(C(CNC(=O)COc2ccc(Cl)c(C)c2)N2CCCCC2)cc1 (stereo not drawn)	-5	1	-4	i	1	0.0	-2	2	0	-7
CCCn1c(C(C)Nc2nc(-c3ccc(Cl)c([N+](=O)[O-])c3)cs2)nc2ccccc21 (stereo not drawn)	-1	1	-7	i	-4	3.0	20	-2	-6	4
Nc1c(-c2nn[nH]n2)cnn1-c1cc(Cl)cc(Cl)c1	5	0	-2	i	0	-1.6	-5	8	5	-9
O=C(COC(=O)c1ccc(S(=O)(=O)N2CCCCCC2)cc1)NCc1ccc(Cl)cc1	6	-2	27	i	-4	-1.4	17	8	4	-4
O=C(CSCC(=O)N1CCCCC1)Nc1nc(-c2ccc(Cl)s2)cs1	-1	4	-9	i	-3	4.0	-5	-12	-8	-7
Cc1cc(OCC(=O)NN2C(=O)c3ccccc3C2=O)ccc1Cl	2	-2	-4	i	-1	0.0	-4	-4	-1	4

No enrichment for hits; overall some 3.9% were active at least once.
